Assay outcomes as filed in PubChem.
PPARg SRC-3 ag: PPARgamma agonists recruiting SRC-3 coactivator, primary screen, biochemical | Peroxisome proliferator-activated receptor gamma (Homo sapiens), P37231 | 200,000 tested, 0.26% active | activation, % at 8 µM | biochemical PPARgamma/SRC-3 coactivator recruitment assay; in the data active means activation above about 23%;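 further: 0% = DMSO and 100% = reference agonist; some compounds past the cut are filed as inactive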
Target sequence (P37231 whole entry, looked up): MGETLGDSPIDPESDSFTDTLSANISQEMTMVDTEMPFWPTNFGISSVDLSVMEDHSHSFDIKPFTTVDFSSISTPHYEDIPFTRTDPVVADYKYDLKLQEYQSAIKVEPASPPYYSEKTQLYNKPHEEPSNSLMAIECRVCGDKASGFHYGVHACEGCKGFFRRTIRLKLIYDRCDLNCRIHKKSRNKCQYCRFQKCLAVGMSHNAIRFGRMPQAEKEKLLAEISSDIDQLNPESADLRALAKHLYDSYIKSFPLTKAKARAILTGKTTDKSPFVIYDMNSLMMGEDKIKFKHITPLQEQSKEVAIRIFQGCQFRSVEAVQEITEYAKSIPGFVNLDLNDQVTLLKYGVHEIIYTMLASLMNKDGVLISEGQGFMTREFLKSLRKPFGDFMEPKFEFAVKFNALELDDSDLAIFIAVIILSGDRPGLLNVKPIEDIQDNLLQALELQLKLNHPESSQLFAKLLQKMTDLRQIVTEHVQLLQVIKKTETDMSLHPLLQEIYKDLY
ROMK primary: ROMK potassium channel modulators, primary screen, cell-based, thallium flux, MLSMR library; ATP-sensitive inward rectifier potassium channel 1 (Homo sapiens), P48048; Tet-inducible ROMK, thallium flux fluorescence; actives lie on both sides; B-score at 10 µM; 130,000 tested, 2% active; AID 1918, 2009;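 active means signal ratio slope over the read window, or its plate-corrected B-score, at least 3 SD from the plate mean, either direction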;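 further: B-score of the F/F0 ratio slope over 7 to 12 s after thallium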
PPARg SRC-2 ag: agonists of PPARg-SRC-2 recruitment, primary screen, biochemical, HTS; Peroxisome proliferator-activated receptor gamma (Homo sapiens), P37231; PPARgamma LBD-SRC-2 recruitment; activation, % at 8 µM; 200,000 tested, 0.34% active; in the data active means activation above about 22%;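 further: 0% = vehicle and 100% = reference agonist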
S1P3 antagonist: S1P3 receptor antagonists, primary screen, cell-based. CHO S1P3 NFAT-BLA reporter, FRET fluorescence, antagonist mode. 170,000 tested, 0.27% active. Sphingosine 1-phosphate receptor 3 (Homo sapiens), Q99500. inhibition, % at 4.98 µM;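 active means inhibition above the plate cutoff, the mean inhibition of test wells on that plate plus 3 SD, cut at about 28% in these data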;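 further: cells challenged with S1P at its EC80 of 0.8 µM; blue over green emission ratio from cleaved BLA substrate after 4 h stimulation; 0% = S1P-stimulated wells and 100% = unstimulated DMSO-only wells; some compounds past the cut are filed as inactive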
Target sequence (Q99500 whole entry, looked up): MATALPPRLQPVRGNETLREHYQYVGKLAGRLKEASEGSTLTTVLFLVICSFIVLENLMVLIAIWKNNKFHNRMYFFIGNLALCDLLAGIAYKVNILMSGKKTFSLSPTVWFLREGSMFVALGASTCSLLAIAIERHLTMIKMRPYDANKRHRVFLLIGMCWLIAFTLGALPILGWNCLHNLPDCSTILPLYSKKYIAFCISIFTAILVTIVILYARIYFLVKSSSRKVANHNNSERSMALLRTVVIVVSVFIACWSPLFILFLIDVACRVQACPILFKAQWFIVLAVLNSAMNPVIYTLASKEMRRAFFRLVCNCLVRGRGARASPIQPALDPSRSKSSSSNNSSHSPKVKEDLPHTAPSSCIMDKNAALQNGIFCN
TR-FRET SRC-2 ct: TR-FRET signal artefacts, primary screen, artefact control for PPARgamma SRC-2 agonist project, biochemical. TR-FRET artefact counter-screen; hits give high values. TR-FRET ratio at 8 µM. 200,000 tested, 0.4% active. AID 1049, 2008; in the data active means TR-FRET ratio above about 2000; further: inactives centre near 1500
L major viab: Leishmania major promastigote growth inhibition, primary screen. 200,000 tested, 9% active. Leishmania major promastigotes, resazurin fluorescence viability. inhibition, % at 10 µM. AID 1063, 2008; in the data active means inhibition above about 50%;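 further: promastigotes grown with compound for 44 hours at 28 °C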
bIAP inhibitor: bovine intestinal alkaline phosphatase inhibitors, primary screen, selectivity assay for TNAP inhibitor project, biochemical, bovine IAP, CDP-star luminescence; inhibition, % at 20 µM; purified bovine IAP, 30 min; 190,000 tested, under 10 active;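 active means over 50% inhibition of intestinal alkaline phosphatase at 20 µM in the single-dose screen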
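test system = bovine IAP enzyme | medium = DEA buffer 100 mM, pH 9.8, with MgCl2 1.0 mM, ZnCl2 0.02 mM | detection = luminescence | dosing = single compound dose of 20 µM, 2% DMSO final | incubation = 30 min reaction at room temperature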
bIAP activator: bovine intestinal alkaline phosphatase activators, primary screen, biochemical, bovine IAP, CDP-star luminescence. purified bovine IAP, 30 min; hits give high values; fold of DMSO-control signal, blank-subtracted. activation factor at 20 µM. 200,000 tested, 0.17% active;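 active means activation factor of 2 or more at 20 µM, a signal rise over negative controls twice the positive control's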
TLR4-MyD88 BLA: inhibitors of TLR4-MyD88 association in cells, primary screen, cell-based, HeLa CL3-4, BLA complementation, FRET ratio; Toll-like receptor 4 (Homo sapiens) + Myeloid differentiation primary response protein …; HeLa CL3-4 TLR4/MyD88 BLA complementation; inhibition, % at 8.4 µM; 200,000 tested, 0.18% active; AID 861, 2007; in the data active means inhibition above about 25%;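 further: 0% = vehicle and 100% = reference inhibitor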
PPARg SRC1 recr: PPARgamma agonists recruiting SRC-1 coactivator, primary screen, biochemical; PPARgamma-SRC-1 coactivator recruitment biochemical assay; activation, % at 8 µM; 200,000 tested, 0.41% active; AID 631, 2007; in the data active means activation above about 19%;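 further: 0% = DMSO and 100% = reference agonist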
DTT redox prof: compounds producing H2O2 with reducing agent – biochemical, NIH compound library profiling, artefact control for MLSCN library redox annotation, primary screen; activation, % at 10 µM; DTT-dependent redox cycling H2O2, phenol red/HRP absorbance; 100% = 100 µM peroxide control, 0% = buffer; 200,000 tested, 0.03% active; AID 878, 2007;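 active means activation of at least 50% relative to the plate's high and low controls in the primary single-dose screen; inactive means activation below 50%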;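 further: compound incubated with DTT at 0.8 mM final as the reducing agent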
* marks the source's active call; other numbers are inactive results; nt = not tested or not shown.

SMILES	PPARg SRC-3 ag	ROMK primary	PPARg SRC-2 ag	S1P3 antagonist	TR-FRET SRC-2 ct	L major viab	bIAP inhibitor	bIAP activator	TLR4-MyD88 BLA	PPARg SRC1 recr	DTT redox prof
N#Cc1c(Cn2cncn2)nc(=O)n(-c2ccccc2)c1N	3.7	-1.6	3.2	3.3	1714	-7.6	-9.4	1.1	7.2	5.7	-0.3
C=CCn1c(SCc2ccc(OC)cc2)nnc1-c1cccnc1	6.2	nt	9.2	-2.7	1752	-1.8	-2.4	1	-5.5	15.3	0.0
Cc1ccc(-n2ncc3c(NCCCOC(C)C)ncnc32)c(C)c1	-5.3	-0.0203	0.3	nt	1614	1.5	nt	nt	17.4	0.4	-1.6
CCn1cc(C(=O)NCc2ccco2)c(=O)c2cc(S(=O)(=O)N3CCc4ccccc4C3)ccc21	-0.4	nt	-0.9	-30.8	1641	97.4*	0.0	1	-10.9	-0.3	0.4
COCC(=O)N(c1ccccc1)C(C)C(=O)OC (stereo not drawn)	-2.1	-0.26	2.7	0.3	1387	-3.5	3.3	1	-1.1	4.3	-1.6
COc1ccc(-c2n[nH]c(=S)n2/N=C/C=C\c2ccccc2OC)cc1	1.8	nt	-4.1	4.6	1532	-1.9	14.8	0.9	-4.4	-8.3	0.5
O=C(CCSc1ccc(Cl)cc1)NN=C1CCCCCC1	4.1	nt	6.7	8.7	1735	-1.0	-2.5	1	-1.8	7.7	0.1
CC(=O)Nc1ccc2nc(C3CCCCC3)[nH]c2c1	-0.4	-0.347	6.0	6.1	1721	2.8	-3.3	1	-4.5	3.0	1.1
O=C(CCN1CCCCC1c1cccnc1)NCc1ccccc1 (stereo not drawn)	-5.3	0.216	11.0	2.4	1529	-5.9	0.9	1	7.1	5.9	0.7
Cc1cccc2sc(NNC(=O)c3ccc(S(=O)(=O)N4CCCC(C)C4)cc3)nc12 (stereo not drawn)	-1.2	-1.56	1.5	-6.0	1323	95.9*	3.5	1	-6.6	-1.5	0.2
Cc1n[nH]c(C)c1C(=O)CC1(O)C(=O)N(CCc2ccccc2)c2ccc(Br)cc21 (stereo not drawn)	4.8	nt	-7.6	nt	1419	-1.4	-18.8	1.2	6.2	-4.8	2.0
CCN(CC)C(=O)COc1ccc(/C(C)=N/NC(=O)c2ccccc2Br)cc1	3.7	0.0131	7.5	-5.4	1601	-7.8	-9.5	1.1	10.4	-0.8	-1.6
C#CCNC(=O)C1=C[C@H](c2csc3ccccc23)[C@@H](CCCO)[C@H](OCC)O1	-2.2	nt	2.0	-6.4	1454	-2.9	-2.4	1	-2.1	5.2	0.5
CCn1c2ccccc2c2cc(/C=N/NC(=O)c3ccccc3)ccc21	15.4	1.28	15.8	nt	1641	3.3	-23.6	1.2	-4.9	8.6	-3.7
CC1(C)C(c2ccccn2)=[N+]([O-])C(C)(C)N1O	17.6	0.00367	10.1	-12.9	1536	-5.1	4.6	1	-0.3	3.9	0.9
C=CCN1C(c2cccc(C(F)(F)F)c2)=CS/C1=C(/C#N)c1nnc(N2CCOCC2)n1-c1ccccc1	0.9	-4.6*	7.8	-4.5	1676	43.4	5.4	0.9	-12.3	8.5	2.6
NC(CO)c1cn([C@@H](CCC(=O)O)C(=O)N2CCNCC2)nn1 (stereo partly drawn)	0.4	nt	-1.3	10.6	1451	-4.5	-8.7	1.1	5.8	-0.1	0.4
COc1ccc(C(=O)NNC(=O)CNC(=O)C2CCCCC2)cc1	2.5	0.427	-2.7	6.8	1433	-0.5	-2.3	1	-19.0	3.9	-0.8
CCOC(=O)c1ccccc1NC(=O)c1ccc2nccnc2c1	0.0	0.0572	-6.3	-19.1	1477	28.5	1.5	1	6.1	-5.1	0.5
COc1cc(/C=C2/SC(=O)N(Cc3ccccc3Cl)C2=O)ccc1OCc1ccncc1	-0.1	nt	1.4	nt	1448	-1.2	-3.9	1	-8.3	1.6	5.3
COc1ccc(-n2c(C)nc3cc(C(=O)O)ccc32)cc1	-7.9	-0.0077	-1.7	nt	1389	-0.8	34.3	0.7	0.0	-2.7	0.2
O=C(Nc1ccccc1C(F)(F)F)c1cc(-c2ccccc2O)on1	-3.0	nt	-0.2	-4.1	1410	-5.9	3.4	1	-1.3	0.6	-0.2
Cc1ccccc1C(=O)OCCCN=C1NS(=O)(=O)c2ccccc21	-7.4	nt	-4.3	nt	1503	0.0	-2.8	1	-7.5	2.1	0.8
O=C(Nc1ccc(N2CCN(C(=O)c3ccccc3F)CC2)cc1)c1ncn[nH]1	-3.7	-0.0259	4.2	-3.4	1591	2.2	-23.8	1.2	-3.9	3.8	-0.1
COC(=O)c1c(O)cc(=O)n2c1CCCCC2	0.9	-0.662	5.2	-16.0	1678	-3.6	7.9	0.9	-15.4	12.3	7.9
O=C(NC(=S)Nc1ccc(N2CCOCC2)cc1)c1cccc(Cl)c1	5.4	-0.444	-0.5	-17.9	1684	11.1	-4.0	1	-1.6	-1.4	-0.5
Cc1nnc(SCC(=O)Nc2ccc(Oc3ccccc3)cc2)n1N	0.6	0.479	9.7	3.7	1740	-6.6	8.2	0.9	-5.7	9.6	-0.6
O=C(Cn1c2c(sc1=O)C1c3ccccc3OCC1CS2)Nc1ccc(Cl)cc1 (stereo not drawn)	4.6	0.231	13.1	1.0	1710	31.8	nt	0.5	-1.6	-4.0	-0.5
CN1CCN(CC(=O)n2c3c(c4ccccc42)CCCC3)CC1	1.2	nt	-7.2	-13.7	1439	75.3*	-1.8	1	-3.9	-2.4	1.5
Cc1c(C(=O)O)oc2c1/C(=N\O)CCC2	7.4	nt	-0.8	4.2	1515	53.6*	9.4	0.9	-6.3	7.0	0.1
Cc1ccc(CN2CCN(Cc3cnc(N4CCOCC4)s3)CC2CCO)cc1 (stereo not drawn)	0.2	0.0953	-1.5	6.2	1518	-7.5	-16.2	1.2	-12.5	1.6	-0.3
O=C(Cc1ccc(Cl)cc1Cl)Nc1cccc(S(=O)(=O)Nc2ccccc2F)c1	0.6	nt	-3.1	8.3	1514	75.1*	3.9	1	2.6	-2.5	-0.4
COc1ccc(OC)c(C(C)NC=O)c1 (stereo not drawn)	5.8	nt	-5.0	-4.5	1336	0.5	8.3	0.9	-3.0	-7.9	1.6
O=C(CCCn1c(=S)[nH]c2ccsc2c1=O)Nc1ccc2c(c1)OCO2	1.5	-1.29	-4.2	-18.4	1607	-2.8	-0.5	1	6.5	3.2	0.2
Cc1sc(Nc2ccc([N+](=O)[O-])cc2)nc1-c1c(C)n(C)n(-c2ccccc2)c1=O	6.3	nt	3.0	nt	1593	9.8	14.3	0.9	2.0	0.4	-1.5
CC1=C(C(=O)Nc2ccccc2)C(c2ccncc2)C(C#N)=C(SCC(=O)Nc2ccccc2)N1 (stereo not drawn)	-6.9	nt	4.4	nt	1503	99.5*	14.0	0.9	0.5	2.2	-14.0
COc1ccc(S(=O)(=O)N2CCCC(C(=O)N3CCN(C)CC3)C2)cc1C (stereo not drawn)	-7.7	nt	5.0	-13.2	1605	3.0	-7.5	1.1	-2.3	5.3	1.7
Cc1cnn(C(=O)c2ccccc2Br)c1	0.2	0.37	0.7	-24.1	1412	-5.7	15.7	0.8	0.9	-4.8	-1.7
CC(=O)Nc1cccc(/C(C)=N/NC(=O)c2c(-c3ccccc3Cl)noc2C)c1	-2.4	0.717	-2.1	-13.0	1421	3.3	5.4	0.9	-1.0	-8.2	-0.4
Cc1cccc(NC(NC(=O)c2ccccc2[N+](=O)[O-])C(Cl)(Cl)Cl)c1 (stereo not drawn)	5.9	0.966	14.5	-5.3	1527	2.5	-0.7	1	-0.1	5.4	-0.6

Records listed so far printed as active in ROMK primary.
molecule	ROMK primary	S1P3 antagonist	bIAP inhibitor	bIAP activator	TLR4-MyD88 BLA	PPARg SRC1 recr	DTT redox prof
C=CCN1C(c2cccc(C(F)(F)F)c2)=CS/C1=C(/C#N)c1nnc(N2CCOCC2)n1-c1ccccc1	-4.6*	-4.5	5.4	0.9	-12.3	8.5	2.6

Some values from the results shown.
bIAP activator, O=C(Cn1c2c(sc1=O)C1c3ccccc3OCC1CS2)Nc1ccc(Cl)cc1 (stereo not drawn) is entered as 0.5
bIAP activator, COC(=O)c1c(O)cc(=O)n2c1CCCCC2 is entered as 0.9

Going on with the list.
SMILES	PPARg SRC-3 ag	ROMK primary	PPARg SRC-2 ag	S1P3 antagonist	TR-FRET SRC-2 ct	L major viab	bIAP inhibitor	bIAP activator	TLR4-MyD88 BLA	PPARg SRC1 recr	DTT redox prof
COc1ccccc1NC(=O)C(Cc1ccc(Cl)cc1)c1nn[nH]n1 (stereo not drawn)	3.5	nt	-7.5	-16.1	1669	-6.8	7.2	0.9	-6.3	4.0	2.5
Cc1ccc(S(=O)(=O)N2CCN(c3nc(C)nc4sc5c(c34)CCC(C)C5)CC2)cc1 (stereo not drawn)	2.9	nt	1.6	nt	1595	13.0	0.9	1	8.7	1.3	1.4
CCOC(=O)C1CCN(c2ncnc3c2c(-c2ccccc2)cn3-c2ccccc2)CC1	1.0	-0.0403	-9.3	-2.9	1534	18.2	-29.3	1.3	-2.9	-6.4	-0.4
O=C(Cc1cccs1)NNC(=S)NCc1ccc(Cl)cc1	-2.0	nt	-8.6	nt	1491	-1.0	3.4	1	6.8	-3.7	2.1
Nc1c(C(=O)NCCN2CCOCC2)c2nc3ccccc3nc2n1-c1ccccc1	13.5	nt	13.6	-64.7	1661	13.1	-17.1	1.2	-3.1	6.9	0.2
O=S(=O)(NCCc1ccccc1)c1ccc(S(=O)(=O)N2CCCCC2)cc1	-2.0	0.441	1.0	-25.9	1428	-6.8	33.6	0.7	6.2	-0.1	2.3
CC(NC(=O)c1ccc(N2CCNCC2)c([N+](=O)[O-])c1)C12CC3CC(CC(C3)C1)C2 (stereo not drawn)	2.8	-1.39	6.0	-8.8	1537	7.2	-10.4	1.1	14.4	2.3	-0.6
O=C(Nc1ccc(N2CCN(C(=O)c3ccco3)CC2)cc1)c1cccnc1Cl	-2.3	0.0218	-1.5	-19.5	1305	-4.0	-3.7	1	-5.0	-10.0	-0.6
O=C(Cn1c(NCCO)nc2ccccc21)c1cccs1	-14.4	-0.0495	2.8	-12.6	1445	-4.9	2.6	1	8.2	3.9	1.4
COc1ccc(-c2oc(NC(=O)c3ccc(C)cc3)c(C#N)c2-c2ccc(OC)cc2)cc1	-1.5	-0.304	5.0	nt	1311	24.3	8.7	0.9	-4.0	5.7	0.0
O=C(CSc1nc(C2CC2)nc2sc3c(c12)CCCC3)NCc1ccco1	-1.9	nt	5.3	-36.9	1602	-4.1	11.7	0.9	6.3	2.7	-1.8
